Growth percent in the NCI-60 one-dose screen (48 h, 10 µM unless noted): 100 = growth as untreated, 0 = no growth, -100 = all killed.
HL-60(TB) = HL-60(TB) leukemia cells. actives 9% (n = 78,000); active means growth percent below 10
* marks the source's active call; other numbers are inactive results; & = joins results of further samples.

SMILES,HL-60(TB)
Fc1cccc(-c2ccc(F)cc2F)c1,97
CCCCCCCCCCCCCCNC1=CC(=O)c2c(C(=O)OC)c(C)nc(C)c2C1=O,68
COc1ccc2cc(C(C)c3nnc(N)o3)ccc2c1 (stereo unspecified),128
COc1ccc2[nH]c(O)c(N=NC(=O)c3ccc4nc(-c5ccccc5)[nH]c4c3)c2c1,104
Cc1ccc(S(=O)(=O)CC(=O)c2cc3cc(Br)ccc3oc2=O)cc1,123
O=C(c1ccc(Br)cc1)[C@@H]1[C@@H]2CCCN2[C@]2(C(=O)Nc3ccccc32)[C@H]1c1ccc(O)cc1,82
CC/C(=C(\c1ccc(OCCN2CCCCCC2)cc1)c1ccc(OC(=O)C2CCCCC2)cc1)c1ccccc1,97
O=C1c2cc(F)ccc2Oc2cc([N+](=O)[O-])ccc2N1c1ccc(Br)cc1F,74
CCN(CC)CCNC(=O)c1ccc(NCN2C(=O)NC(c3ccccc3)(c3ccccc3)C2=O)cc1,105&107
CC(=O)NC1C(Nc2ccc(S(=O)(=O)Nc3ccnn3-c3ccccc3)cc2)OC(CO)C(O)C1O (stereo unspecified),102
COc1ccc(-c2nc(-c3nc4ncccc4[nH]3)cc3c2[nH]c2ccccc23)cc1,53
CCCNC1(C(N)=O)CCN(Cc2ccccc2)CC1,76

7 compounds out of the list, sorted by heavy-atom count, high to low:
SMILES,HL-60(TB)
CC/C(=C(\c1ccc(OCCN2CCCCCC2)cc1)c1ccc(OC(=O)C2CCCCC2)cc1)c1ccccc1,97
CCN(CC)CCNC(=O)c1ccc(NCN2C(=O)NC(c3ccccc3)(c3ccccc3)C2=O)cc1,105&107
CCCCCCCCCCCCCCNC1=CC(=O)c2c(C(=O)OC)c(C)nc(C)c2C1=O,68
COc1ccc2[nH]c(O)c(N=NC(=O)c3ccc4nc(-c5ccccc5)[nH]c4c3)c2c1,104
COc1ccc(-c2nc(-c3nc4ncccc4[nH]3)cc3c2[nH]c2ccccc23)cc1,53
O=C1c2cc(F)ccc2Oc2cc([N+](=O)[O-])ccc2N1c1ccc(Br)cc1F,74
Fc1cccc(-c2ccc(F)cc2F)c1,97

Four entries from above, field by field:
Structure: Cc1ccc(S(=O)(=O)CC(=O)c2cc3cc(Br)ccc3oc2=O)cc1
  HL-60(TB): 123
Structure: O=C(c1ccc(Br)cc1)[C@@H]1[C@@H]2CCCN2[C@]2(C(=O)Nc3ccccc32)[C@H]1c1ccc(O)cc1
  HL-60(TB): 82
Structure: CC/C(=C(\c1ccc(OCCN2CCCCCC2)cc1)c1ccc(OC(=O)C2CCCCC2)cc1)c1ccccc1
  HL-60(TB): 97
Structure: O=C1c2cc(F)ccc2Oc2cc([N+](=O)[O-])ccc2N1c1ccc(Br)cc1F
  HL-60(TB): 74

Next compounds follow:
SMILES,HL-60(TB)
CC(=O)OCC(=O)[C@@]1(O)[C@H](C)C[C@H]2[C@@H]3C=C(C)C4=Cc5c(cnn5-c5ccc(F)cc5)C[C@]4(C)[C@H]3[C@@H](O)C[C@@]21C,16
CCOC1(OCC)CCN(c2nc(CO)ncc2-c2ccc(C(F)(F)F)cc2)CC1,92
CCOC(=O)C1CN(C)C(=O)C1=O (stereo unspecified),96
COc1ccc(-c2cc(-c3ccc(N)cc3)[nH]c(=O)c2C#N)cc1[N+](=O)[O-],91
Cc1ccc(NC(=O)c2ccc(CN3CCOCC3)c(C(F)(F)F)c2)cc1Oc1ccc(-c2[nH]nc3ncnc(N)c23)cc1,81
CCOC(=O)C(Cc1ccc(O)cc1)NC(=O)c1cc2c(cn1)[nH]c1ccccc12 (stereo unspecified),92
Nc1nc(N)n2c(N)nnc2n1,97
Clc1ccc(-c2nnc(Cc3nc4ccccc4nc3Cl)o2)cc1,98
CCOc1c(Cl)cc(CNC(C)C(O)c2ccccc2)cc1OC (stereo unspecified),21
CCCN1C(=O)[C@H]2Cc3c([nH]c4ccccc34)[C@H](C)N2C1=S,111
Cc1ccc(F)cc1NC(=O)c1cc(Cl)ccc1Nc1ccccc1,52
CN1CCN(C(=O)c2ccc3cc(CCNc4ncnc5ccc(C#N)cc45)ccc3c2)CC1,76
COc1ccc(OC)c(-n2cc(C#N)c(N)c2C(=O)c2ccc(C)cc2)c1,71
Cc1nnc(/N=C2\NC(=O)/C(=C/c3ccc(N(C)C)cc3)S2)s1,100
CCN(c1ccccc1)S(=O)(=O)c1cc(NC(=O)CCC(=O)O)ccc1N,107
Fc1ccc2[nH]cc(-c3nc(-c4c[nH]c5ccncc45)cs3)c2c1,-42*
S=C(S)N1CCCC1,110&114
Cc1cc(O)ccc1C1=NN(c2ccc(S(N)(=O)=O)cc2)C(=O)CC1,4.2*
CC(C)(C)c1ccc(NS(=O)(=O)c2ccc3nc(NC(=O)c4cnccn4)[nH]c3c2)cc1,-22*
COc1cc(NCC(C)(O)CN(CC(C)C)CC(C)C)c2nc(C)ccc2c1 (stereo unspecified),71
N#C/C(=C\c1ccc(-c2ccccc2Cl)o1)C(=O)Nc1ncc(Cc2cc(Cl)ccc2Cl)s1,99
O=S(=O)(NCc1ccccc1)c1cccc(N=Cc2ccccc2O)c1,107
COC(=O)[C@@H](Cc1ccccc1)NC(=O)[C@H](CCSC)NC(=O)[C@@H]1CCCN1C(=O)CNC(=O)[C@H](C)NC(=O)OCc1ccccc1,105
CCOC(=O)c1c(NCC(=O)Nc2ccc(Cl)cc2)sc2c1CCCC2,111
CN(C)c1ccc(/C=N/O)cc1,116
COc1cccc(OC)c1OC(=O)c1ccccc1,110
C#Cc1nc(/C=C/C=C/C(=O)NO)cs1,27
COc1ccc(Nc2nc(SC)nc(-c3cccc([N+](=O)[O-])c3)c2C#N)cc1,112
O=C1NC(=O)C(=Cc2ccc(OCC(=O)N3CCCC3)cc2)C(=O)N1,97
O=C(Oc1ccc[nH]c1=O)C1CC1,88
Clc1ccc(N=Cc2ccccc2)cn1,84
CSc1nc(NC(=O)CCl)cc(=O)[nH]1,86
CCCCNC(=O)Oc1ccc(/C(=C(/CC)Cc2ccccc2)c2ccc(OCCN3CCCC3)cc2)cc1,87
O=C1C=CC(=O)N1C1CCCCC1,105
O=C(O)c1ccccc1NC1SC(=O)N(c2ccccc2)C1=O (stereo unspecified),89
COc1ccc(CCn2c(=N)c(C(=O)NCc3cccnc3)cc3c(=O)n4cccc(C)c4nc32)cc1,50

Other results:
structure	HL-60(TB)
CC(C)[C@]12O[C@H]1[C@@H]1O[C@]13[C@]1(O[C@H]1C[C@H]1C4=C(CC[C@@]13C)C(=O)OC4)[C@@H]2OC(=O)CN(C)C	-24*
C[N+](C)(C)CC(=O)c1ccc2ccccc2c1	83
FC(F)(F)c1ccc(Cn2cc(CSc3nc4ccccc4s3)nn2)cc1	98
COc1ccc(OC)c(NC(=O)NN(C)C)c1	116
Clc1ccc(NCc2cn(Cc3nc4ccccc4[nH]3)nn2)cc1	87
CN(C)c1ccc(C2SCC(=O)N2NC(=O)c2ccc(NC(=O)c3ccccn3)cc2)cc1 (stereo unspecified)	91
COc1ccc([C@H]2c3[nH]c4ccccc4c3C[C@H]3C(=O)N(C4CCN(Cc5c(F)cccc5F)CC4)CC(=O)N23)c(OC)c1	36
CC(C#N)N1CCN(c2ccccc2Cl)CC1 (stereo unspecified)	97
O=C(O)c1ccccc1Br	75
NC(Cc1ccccc1)C(=O)NC(Cc1ccccc1)C(=O)O (stereo unspecified)	102&105
O=C(Nc1ccccc1F)Nc1nccnc1OCc1cccc(F)c1	103
Cc1cc(C(NC(=O)CCCCCNc2cccc3c2C(=O)N(C2CCC(=O)CC2=O)C3=O)c2cccc(N(C)C)c2)c(O)c2ncccc12 (stereo unspecified)	-15*
O=[N+]([O-])c1ccc(N/N=C/c2ccccc2O)nc1	0.8*
O=C(Cc1cccc(-c2ccco2)c1)N1C(=O)OC[C@@H]1Cc1ccccc1	95
O=C1CSC(=Nc2ccccc2)N1C1=CSC2=N/C(=C\c3ccc(Cl)cc3)C(=O)N12	79
O=[As]c1ccc(C(=O)c2ccc(Oc3ccccc3)cc2)cc1 (stereo unspecified)	-23*
O=C1/C(=C/c2ccc(Cl)cc2)N=C2SC=C(/N=c3\scc(-c4ccccc4)n3-c3ccccc3)N12	97
CCOP(=O)(CCCCCCOc1cc(OC)c2c(c1OC)OCO2)OCC	83
CCOC(=O)c1ccc(Nc2ccnc(SCC(=O)c3ccc(OC)cc3)n2)cc1	98
COc1ccc(OC)c(-c2nc3ccc(C(=O)NN4C(=O)c5ccc(C(=O)O)cc5C4=O)cc3[nH]2)c1	100
O=C(/C=C/C=C/c1ccccc1)c1ccco1	-38*
CCOC(=O)c1nnn(-c2nonc2N)c1-c1ccc(OCC)cc1	92
N#C/C(=N\Nc1ccc(S(=O)(=O)O)cc1)C(N)=O	85
C[C@@H]1N=C(c2ccc3ccccc3c2)Nc2nc3ccccn3c2C1=O	-6.7*
CCOC(=O)c1c(NC(=O)c2cccc(C(F)(F)F)c2)sc2c(CN(C)C)c(O)ccc12	16
O=c1c2c(cc3c(O)[nH]c(=S)n13)-c1cc(F)ccc1N=2	102
CCOC(=O)CC1CSC(N/N=C(\C)c2ccc3ccccc3c2)=N1 (stereo unspecified)	87
[O-][n+]1cccc(CO)c1	120
O=C1C=CC2(NN=C(c3ccccc3)N2c2ccccc2)c2cccc(O)c21 (stereo unspecified)	30
Nc1ccc(Br)cc1-c1n[nH]c(=O)[nH]c1=O	105
CCN(CC)CCOc1cc2c(cc1OC)CCC2=O	96
C[C@]12CC[C@@H]3c4ccc(O)cc4CC[C@H]3[C@@H]1COC2=O	106
CC(=O)OCC1CC(COC(C)=O)C(COC(C)=O)CC1COC(C)=O (stereo unspecified)	85
CCOC(=O)C1CCCC1O (stereo unspecified)	84
O=C(O)CCC(=O)c1cccs1	91
O=C1Nc2ccccc2C2c3[nH]c4ccccc4c3CCN12 (stereo unspecified)	98
COc1ccc(/C=C/C(=O)c2c(C)nc3ccccc3c2/C=C/c2ccc(C)cc2)cc1OC	70
Cc1ccc(C2=N[C@@H](Cc3ccccc3)C(=O)c3c(nc4ccccn34)N2)cc1	116
CCCCN(C)CC#N	101
CC(COC(=O)/C=C/c1ccccc1)CC(=O)c1c(O)cc2oc(=O)cc(-c3ccccc3)c2c1O (stereo unspecified)	107
Cc1ccc(CSC2=C(Cl)CN(c3ccccc3)C2=O)cc1	95
CCc1ccccc1-n1c(N)c(C#N)c(-c2ccc(OC)cc2)c(C#N)c1=O	88
Cc1cc2c(c(C)c1Cl)C(=O)/C(=C/C/C=C/c1ccccc1)O2	101
Nc1ccc(-c2nc3cc(F)ccc3[se]2)cc1F	65
Cc1ccc2nc(C)cc(C)c2c1	91
CC(C)c1ccc(-n2c(=S)[nH]c3sc4cc(O)ccc4c3c2=O)cc1	99
Cc1ccc2c3c(c(=O)[nH]c2c1)C(c1ccc(Cl)cc1)c1c(ncn2nc(C)nc12)O3 (stereo unspecified)	97
Cc1ccc(-c2cc3nc4c(c(=O)n3[nH]2)CCCC4)cc1	120
O=[N+]([O-])c1ccc(Sc2ccc([N+](=O)[O-])cc2)cc1	129
O=C(O)CCCN1C(=O)/C(=C/C(Cl)=C/c2ccccc2)SC1=S	7.6*
[N-]=[N+]=NCCN(Cc1ccccc1)Cc1ccccc1	93
COc1cc2cc3c4cc(OC)c(OC)cc4cc[n+]3c(C)c2cc1OC	96
c1ccc2c3c(ccc2c1)Sc1c(ccc2ccccc12)N3	66
COc1ccc(N=Nc2c(N)n[nH]c2N)cc1	96&98
O=S(=O)(Oc1ccc(OS(=O)(=O)c2ccccc2)cc1)c1ccccc1	94
CCc1nc(N)nc(N)c1C#CC(C)c1cc(-c2ccnc(C)c2)c2oc(C)nc2c1 (stereo unspecified)	-42*

The listing continues.
structure	HL-60(TB)
CC/C=C\C/C=C/C=C1/C(=O)C=C[C@@H]1C/C=C\CCCC(=O)O	87
Cc1ccc2c(c1)nc(C)n2-c1ncnc2c1CC(C)c1cc(O)ccc1N2C (stereo unspecified)	-5.4*
O=C1c2cccc([N+](=O)[O-])c2C(=O)N1c1ccc([N+](=O)[O-])cc1	108
COc1ccc2occ(/C=C3\SC(=S)N(CCC(=O)O)C3=O)c(=O)c2c1	102
NS(=O)(=O)c1ccc(C(=O)N=Nc2c(O)[nH]c3ccc(Cl)cc23)cc1	102
C/C(=N\Nc1ccc(Cl)cn1)c1ccccn1	-27*
O=C1Nc2ccccc2C1=NC1CCCCC1	110
O=C1CC2(CCCCC2)Oc2ncccc21	101
O=C1NCC(=O)N(Cc2cccc(O)c2)[C@H]1Cc1ccccc1	82
C=C(c1ccc(N(C)C)cc1)c1ccc(N(C)C)cc1	-6.1*
ClCC#CCSc1ncnc2c1ncn2CC#CCCl	8.8*
COc1cccc(C/C(C)=C(/c2ccc(OCCN3CCCCC3)cc2)c2ccc(OC(C)=O)cc2)c1	84
CCOC(=O)/C(=C/c1ccc(C#N)cc1)N(CC)CC	107
COc1ccc(/C=C/C(=O)c2cc3c(N)c(C(=O)Nc4cccc5ccccc45)sc3nc2C)cc1	82
O=C(CN1CCN(c2cc3c(cc2F)c(=O)c(C(=O)O)cn3C2CC2)CC1)N/N=C/c1ccc(Cl)cc1	82
NC(=O)C(=O)Nc1ccc2c(c1)OCO2	98
O=C(Nc1cccc(Cl)c1)Oc1ccc2c(c1)CCC2	86
NC1=NC(c2ccc3ccccc3c2)c2sc3ccc(Cl)cc3c2N1 (stereo unspecified)	104
COc1ccc(C2Sc3ccccc3N(CCN(C)C)C(=O)C2OC(C)=O)cc1 (stereo unspecified)	84
O=C(Nc1ncc(Cc2cccc(C(F)(F)F)c2)s1)C(=S)N1CCOCC1	98
CC(=O)c1sc(/N=C2\NC(=O)/C(=C3/C(=O)N(C)c4ccc(Cl)cc43)S2)nc1C	99
CC(C)=CC/C=C(/C)[C@H]1CC[C@]2(C)[C@@H]1CC[C@@H]1[C@@]3(C)C/C(=C/c4ccc(Br)cc4)C(=O)C(C)(C)[C@@H]3CC[C@]12C	103
CCCN(CCC)C(=O)SCC	94
CCN(CC)CCn1c(=N)n(CC(O)c2ccc(Cl)c(Cl)c2)c2ccccc21 (stereo unspecified)	71

This is a subset; rates above refer to the full screens.
